Tn6 DDE FP = inhibitors of Tn6 peptide binding to fibrin DD(E), primary screen, biochemical, fluorescence polarization, human fibrin, Tn6 probe | Fibrinogen beta chain (Homo sapiens), P02675 | Fibrin DD(E) TRITC-Tn6 fluorescence polarization displacement | inhibition, % at 8.3 µM | 370,000 tested, 0.21% active;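 active = inhibition above a per-campaign cutoff: mean of compounds within control limits plus 3 SD, cut at about 15% in these data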;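 note: 0% = median of all compound wells on the plate and 100% = blocking peptide control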
ASAP1 GAP inh = inhibitors of human ASAP1 ArfGAP activity, primary screen, biochemical, fluorescence polarization | Arf-GAP with SH3 domain, ANK repeat and PH domain-containing protein 1 (Homo sapiens), … | ASAP1-stimulated ARF1 GTP hydrolysis, GDP FP detection | inhibition, % at 16.5 µM | 360,000 tested, 0.19% active | AID 624377, 2012; in the data active = inhibition above about 25%;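 note: 0% = vehicle with enzyme and substrate and 100% = no enzyme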
Target sequence (Q9ULH1 325-724 limits assumed): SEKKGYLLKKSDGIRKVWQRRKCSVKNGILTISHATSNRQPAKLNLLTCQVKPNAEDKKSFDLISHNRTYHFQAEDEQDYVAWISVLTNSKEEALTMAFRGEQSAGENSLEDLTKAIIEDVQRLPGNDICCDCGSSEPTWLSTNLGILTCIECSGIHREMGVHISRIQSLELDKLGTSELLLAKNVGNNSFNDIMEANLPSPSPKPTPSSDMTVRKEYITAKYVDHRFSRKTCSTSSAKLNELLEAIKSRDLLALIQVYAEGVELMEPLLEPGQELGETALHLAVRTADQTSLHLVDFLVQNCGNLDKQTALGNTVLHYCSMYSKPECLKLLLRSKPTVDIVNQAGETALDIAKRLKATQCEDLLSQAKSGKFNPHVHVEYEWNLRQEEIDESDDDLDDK
SIAE inh = human SIAE inhibitors, primary screen, biochemical, fluorescence polarization, FP-Rh probe, 1536-well HTS. SIAE FP-Rh probe binding. AID 1053197, 2014. 370,000 tested, 0.69% active. Sialate O-acetylesterase (Homo sapiens), Q9HAT2. inhibition, % at 9.66 µM;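 active = inhibition above a cutoff: mean of compounds within the control limits plus 3 SD of those, cut at about 17% in these data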;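 note: 0% = plate median of compound wells and 100% = probe without SIAE protein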
ADAM17 inh = ADAM17 inhibitors, primary screen, biochemical, QFRET; Disintegrin and metalloproteinase domain-containing protein 17 (Homo sapiens), P78536; recombinant ADAM17, EDANS/DABCYL FRET peptide cleavage; 370,000 tested, 0.83% active; inhibition, % at 6.95 µM;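 active = inhibition above the mean of compounds lying between control limits plus 3 SD, set per campaign, cut at about 8.5% in these data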;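 note: 0% = DMSO-only wells as the low control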
Target sequence (P78536 215-824 limits assumed): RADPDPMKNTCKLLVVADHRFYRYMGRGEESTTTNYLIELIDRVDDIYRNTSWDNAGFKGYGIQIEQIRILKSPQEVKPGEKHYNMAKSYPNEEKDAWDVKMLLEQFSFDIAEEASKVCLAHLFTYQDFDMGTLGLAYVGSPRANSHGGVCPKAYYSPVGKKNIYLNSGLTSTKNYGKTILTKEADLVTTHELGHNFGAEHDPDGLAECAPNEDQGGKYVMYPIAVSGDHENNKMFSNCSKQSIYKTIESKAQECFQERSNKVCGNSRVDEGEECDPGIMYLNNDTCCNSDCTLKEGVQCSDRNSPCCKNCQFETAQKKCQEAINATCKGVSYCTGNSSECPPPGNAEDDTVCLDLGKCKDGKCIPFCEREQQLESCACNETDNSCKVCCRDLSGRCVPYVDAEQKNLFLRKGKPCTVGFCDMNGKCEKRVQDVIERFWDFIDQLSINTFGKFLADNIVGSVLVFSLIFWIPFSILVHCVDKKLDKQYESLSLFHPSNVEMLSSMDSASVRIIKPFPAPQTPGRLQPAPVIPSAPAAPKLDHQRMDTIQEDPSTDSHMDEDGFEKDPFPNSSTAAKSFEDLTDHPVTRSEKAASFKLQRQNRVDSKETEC
PLCg1 inh = PLC-gamma1 enzyme inhibitors, primary screen, biochemical, fluorescence, purified enzyme; 370,000 tested, 0.84% active; 1-phosphatidylinositol 4,5-bisphosphate phosphodiesterase gamma-1 (Homo sapiens), P19174; AID 720700, 2013; inhibition, % at 12.2 µM; fluorogenic substrate; in the data active = inhibition above about 9.5%
Tn7 DDE FP = inhibitors of Tn7 peptide binding to fibrin DD(E), primary screen, biochemical, fluorescence polarization, human fibrin, Tn7 probe | 370,000 tested, 0.13% active | Fibrinogen beta chain (Homo sapiens), P02675 | FP displacement of FITC-Tn7 peptide from fibrin DD(E); 0% = median of compound wells per plate | inhibition, % at 8.3 µM | AID 720508, 2013;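 active = inhibition above the mean of compounds falling within the control limits plus 3 SD of them, cut at about 14% in these data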;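 note: 0% = plate median of compound wells and 100% = 10 µM Aha-Tn7 peptide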
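Assay system: Fibrin-DD(E) protein isolated from polymerized human fibrin clots; read-out basis: percent inhibition; medium: Tris/NaCl/CaCl2 buffer, pH 7.8; signal: FP measurement; incubation: 10 min plus 3 h, room temperature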
ADAM10 inh = human ADAM10 inhibitors, primary screen, biochemical, QFRET, HTS. 370,000 tested, 0.62% active. inhibition, % at 7 µM. AID 720582, 2013. recombinant ADAM10, EDANS/DABCYL FRET peptide cleavage, 3 h;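 active = inhibition above a per-campaign cutoff equal to the mean of compounds falling between control-based bounds plus 3 SD, cut at about 20% in these data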;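 note: 0% = DMSO wells while the 100% control is not disclosed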
PLC-beta3 inh = human PLC-beta3 inhibitors, primary screen, biochemical, fluorescence. inhibition, % at 12.2 µM. 370,000 tested, 0.18% active. Purified PLC-beta3, fluorogenic substrate. AID 720704, 2013; in the data active = inhibition above about 11%;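 note: 0% = median of compound wells on plate and 100% = full blocker control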
ARFGAP1 inhibitor = inhibitors of rat ARFGAP1 GAP activity, primary screen, biochemical, fluorescence polarization, GDP tracer | 360,000 tested, 0.26% active | Arfgap1-stimulated ARF1 GTP hydrolysis, GDP FP detection | inhibition, % at 16.5 µM | AID 651572, 2012;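 active = inhibition above a per-plate limit, mean inhibition of low control wells plus 3 SD, cut at about 25% in these data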;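 note: 0% = DMSO wells with enzyme and 100% = wells lacking Arfgap1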
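Assay system: Rat Arfgap1 GAP domain (His6, aa 1-136), purified enzyme | Buffer or medium: HEPES 25 mM pH 7.5, NaCl 150 mM, MgCl2, DTT | Schedule: GTP hydrolysis reaction 2 h at 25 °C | Signal: FP of antibody-bound GDP Alexa 633 tracer, ex 620/em 688 nm | Measure: Percent inhibition of Arfgap1-stimulated GTP hydrolysis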
TDP2 inh = human TDP2 enzyme inhibitors, primary screen, biochemical, epi absorbance, recombinant enzyme. inhibition, % at 12.8 µM. 370,000 tested, 0.34% active. T5PNP hydrolysis, p-nitrophenol absorbance 415 nm. Tyrosyl-DNA phosphodiesterase 2 (Homo sapiens), O95551;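 active = inhibition above the mean of all tested compounds plus 3 SD, set per campaign, cut at about 25% in these data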;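 note: 0% = DMSO with enzyme and 100% = buffer with substrate but no TDP2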
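Assay system: Recombinant human TDP2 | Quantity: 120 nM TDP2 per well | Incubation: 2 h at 37 °C | Signal: Epi absorbance | Evaluation: Percent inhibition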
An asterisk follows results filed as active.

Tn6 DDE FP	ASAP1 GAP inh	SIAE inh	ADAM17 inh	PLCg1 inh	Tn7 DDE FP	ADAM10 inh	PLC-beta3 inh	ARFGAP1 inhibitor	TDP2 inh	smiles
-3	1	-4	2	3	-6	2	-2	6	-18	COc1ccccc1CCc1nnc(CCC(=O)N(C)Cc2ccncc2C)o1
-1	-6	0	2	-2	0	0	-5	6	-2	COc1cccc(C=NNC(=O)c2ccncc2)c1O
-9	12	-1	-3	-1	-2	-3	-2	-10	2	Cc1ncc(CN2CCN(CCC(C)C)C(CCO)C2)s1 (stereo not drawn)
-3	-10	-11	-14	1	-6	-34	-9	12	-9	COc1cccc(NC(=O)Cn2c3ccc(F)cc3c3nc4n(c(=O)c32)CCCS4)c1
0	2	0	-5	0	3	-8	1	1	4	C=CCN1CN=C(NS(=O)(=O)c2ccc(NC(C)=O)cc2)NC1
5	-11	4	-4	2	6	-5	-8	-1	-18	O=C(N/N=C/c1cc([N+](=O)[O-])ccc1O)C1CC1
-1	-3	-2	2	1	-1	-4	2	2	5	CCOc1cc(C(=O)NC(=S)Nc2cccnc2)cc(OCC)c1OCC
-14	0	0	-2	-1	-3	5	1	-11	18	COc1ccc(-c2cc(CCCC(=O)NCCc3cc(OC)ccc3OC)no2)cc1
8	-9	13	-3	-6	-4	3	-6	2	3	O=C(CSc1n[nH]c(-c2ccccc2F)n1)Nc1cc(F)ccc1F
-7	8	0	-4	-2	0	0	-8	4	-1	CCN(CC)CCCNC(=O)CNC(=S)N(CCCN1CCOCC1)Cc1cccs1
-2	-15	-4	1	2	11	-1	-2	-10	7	CCOC(=O)C1=C[C@@H](C(C)(C)C)N(S(=O)(=O)c2ccc(OC)cc2)[C@H]1c1ccccc1
-1	10	-6	4	4	-7	10	8	0	-27	CCCN1C(=O)C(NC(=O)c2ccncc2)(C(F)(F)F)C2=C1CC(C)(C)CC2=O (stereo not drawn)
1	-3	13	5	0	-1	10	-8	-9	9	Cc1oc2c(Cl)c(Cl)c(O)c(CN(C)C)c2c1C(=O)c1ccc(Cl)cc1
-5	4	7	0	1	-1	5	2	4	4	CC1(C)C(=O)Nc2ccccc2N1C(=O)COC(=O)CCSc1ccccc1
-4	-3	7	-4	-2	-2	-10	-1	11	7	C=CCSc1nc2ccccc2c(=O)[nH]1
-3	2	-5	0	0	2	-5	-8	-6	5	O=C(CC1OCC2CCCN2C1=O)Nc1ccc([N+](=O)[O-])cc1 (stereo not drawn)
0	-1	-5	-2	-4	-4	-1	-1	6	0	O=C(On1c(-c2ccccc2)nc2ccccc2c1=O)c1ccco1
8	1	-3	3	-1	1	4	3	2	-8	COC(=O)[C@]12C[C@H](CC(=O)NCc3ccccc3)C(=O)N(Cc3ccccc3)C1=C[C@H](C(C)(C)C)O[C@@H]2C
1	0	7	-15	-6	2	-38	-12	-5	-1	S=C(Nc1ccccc1)Nc1ccc2cn[nH]c2c1
7	-13	0	-4	1	3	-3	-6	-12	-6	O=c1[nH]nc(-c2ccccc2)c2ccccc12
3	2	5	0	-1	1	4	-4	-4	6	CCN(Cc1nc(-c2ccccc2)no1)C(=O)c1ccc2c(c1)OCO2
4	-2	-8	-12	-8	4	-34	-9	-11	1	CCC(=O)Nc1cc(C(=O)O)ccc1S(=O)(=O)c1ccc(C)cc1
0	-3	-8	-4	-2	8	-4	-16	-2	8	COc1ccc2c(c1)c(C(=O)CN1CCN(C(=O)c3ccco3)CC1)c(C)n2C
-6	-7	7	-1	0	-6	5	1	-3	1	C=CC[N+](C)(C)CCCNC(=O)/C=N/O
8	-12	1	0	4	-4	0	5	-5	-3	NS(=O)(=O)c1ccc(NC(=S)Nc2ccc(F)c(F)c2)cc1

Arranged by value in SIAE inh (largest number first): three of the compounds above
Tn6 DDE FP	ASAP1 GAP inh	SIAE inh	ADAM17 inh	PLCg1 inh	Tn7 DDE FP	ADAM10 inh	PLC-beta3 inh	ARFGAP1 inhibitor	TDP2 inh	smiles
1	-3	13	5	0	-1	10	-8	-9	9	Cc1oc2c(Cl)c(Cl)c(O)c(CN(C)C)c2c1C(=O)c1ccc(Cl)cc1
5	-11	4	-4	2	6	-5	-8	-1	-18	O=C(N/N=C/c1cc([N+](=O)[O-])ccc1O)C1CC1
-1	-3	-2	2	1	-1	-4	2	2	5	CCOc1cc(C(=O)NC(=S)Nc2cccnc2)cc(OCC)c1OCC

Other records follow.
Tn6 DDE FP	ASAP1 GAP inh	SIAE inh	ADAM17 inh	PLCg1 inh	Tn7 DDE FP	ADAM10 inh	PLC-beta3 inh	ARFGAP1 inhibitor	TDP2 inh	smiles
6	-7	-2	0	-2	9	9	0	9	-1	O=C(COC(=O)/C=C/c1ccccc1Cl)NCc1ccccc1
72*	-7	5	-6	-1	6	4	-2	-6	10	CCCCC1CC(CSc2ncn[nH]2)OC1=O (stereo not drawn)
-6	13	13	-6	-3	0	-5	-13	1	6	Cc1c(C)c(C)c(S(=O)(=O)Nc2ccc3[nH]c(=O)[nH]c3c2)c(C)c1C
-5	15	5	0	1	-3	-2	3	16	3	CCc1ccc(NC(=O)COC(=O)/C=C/c2c(C)nn(C3CCS(=O)(=O)C3)c2Cl)cc1 (stereo not drawn)
10	1	2	-2	1	-2	4	1	0	12	CS(=O)(=O)N(CCc1ccccc1)CC(=O)N1CCN(Cc2ccc3c(c2)OCO3)CC1
-7	-12	-3	0	-5	-5	-10	-9	11	2	CN1/C(=C\C=N\NC(=O)c2ccccc2Br)C(C)(C)c2ccccc21
1	16	-6	6	-2	3	17	-6	3	0	O=C1C=C(c2ccc(O)cc2)C[C@@H](c2ccc(Cl)cc2)C1
12	-2	-9	-4	2	1	-3	-6	5	-13	O=C(Nc1nc2ccccc2s1)c1ccc([N+](=O)[O-])o1
0	1	5	-2	5	-2	7	5	2	4	CN(C)C(C(=O)NC1CCCCC1)c1ccc(Cl)cc1 (stereo not drawn)
6	-2	0	5	3	-6	3	0	11	-3	O=C(CNC(=O)N1CC(=O)Nc2ccccc21)Nc1ccc(Cl)cc1Cl
-2	15	-4	-2	0	3	-5	-1	-7	9	CC(C)CCN1C(=O)C2(OCCCO2)c2cc(Cl)ccc21
0	-3	2	-3	-66	-8	0	-88	6	-14	O=C(O)CCc1ccc(-c2ccc(Br)cc2)n1-c1ccc(O)cc1
-7	-1	14	1	-2	1	4	-2	-3	-4	C/C(CCC1CC(C)OC1=O)=N/Nc1nc(-c2ccccc2)cs1 (stereo not drawn)
-7	-5	-3	8	6	-5	-9	14*	14	-2	O=C(CN(c1ccccc1Cl)S(=O)(=O)c1ccccc1)NC1CC2CCC1C2 (stereo not drawn)
-1	-9	-8	0	2	-3	7	0	-6	-1	Cc1cccc(-n2ncc3c(N4CCC(C)CC4)ncnc32)c1
7	-3	-1	2	0	4	-1	-3	5	11	O=C(CCNS(=O)(=O)c1ccccc1F)NC1CCCCCC1
3	0	2	0	3	-2	7	1	-1	-14	COC(=O)CCC(=O)c1oc2ccccc2c1NC(=O)CCCN1C(=O)c2ccccc2C1=O
-2	0	0	3	-1	-4	16	8	-8	-21	COc1cccc(-n2c(COc3ccc(C)cc3)nnc2SCC(=O)O)c1
2	-4	12	0	2	-3	6	-2	2	-3	COc1ccc(Nc2nc(N(C)c3ccccc3)nc(N)c2[N+](=O)[O-])cc1
-3	14	-7	-1	4	6	15	0	6	-3	O=C(OCCNc1ncc(C(F)(F)F)cc1Cl)c1ccc(S(=O)(=O)N2CCOCC2)cc1
-4	-4	2	2	0	-9	-1	1	3	13	Cc1ccc(/C=C(\NC(=O)c2ccc(C)cc2)C(=O)NCCCn2ccnc2)cc1
0	-4	10	-2	0	-6	3	2	-4	6	C=CCCC(=O)N1C[C@H]2CCN(C)[C@H]2C[C@H]1c1ccccc1
4	11	14	2	1	5	-5	-5	2	-17	O=C(NC1CC1)C1CCN(C(=O)c2ccc(Cl)cc2)CC1
-2	0	-4	-2	-1	6	1	-8	0	-7	COc1ccc(NC(=O)CN2C(=O)S/C(=C/c3cccn3-c3ccc(C(=O)O)cc3)C2=O)cc1
-2	-3	-4	-2	0	-2	3	-3	7	8	CN(C(=O)COC(=O)/C=C/c1cccs1)c1c(N)n(Cc2ccccc2)c(=O)[nH]c1=O
1	-1	3	0	6	-7	4	5	-3	-4	CCN(CC)S(=O)(=O)c1ccc2c(c1)c(=O)c(C(=O)N1CCOCC1)cn2C
0	-5	-1	-2	4	-7	-2	1	-4	4	CCOC(=O)CN(C(=O)CSc1nnc(C)n1-c1ccccc1)c1cccc([N+](=O)[O-])c1
0	5	-9	2	-2	7	9	1	1	-5	CC(C)(C)NC(=O)c1ccc2c(c1)C(=O)N(C1CCCCC1)C2=O

Screening data deposited in PubChem BioAssay by The Scripps Research Institute Molecular Screening Center.

Hits appear at their usual frequency; overall some 3.6% were active at least once.
